RORg inh – inhibitors of mouse ROR gamma transcriptional activity; AID 2551; 310,000 tested, 5.4% active; Drosophila S2 Gal4-RORgamma UAS-luciferase reporter, 20 h; Potency, µM (doses to about 53.6 µM), inactives show top-dose activity change, negative = inhibition, actives largely listed as inhibitors; note: % is set by controls: 0 for no effect and ±100 for the full control effect; nearly all actives have a fitted effect of over 60% in size
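Compounds are pin-transferred onto Drosophila Schneider cells expressing a copper-inducible Gal4–ROR gamma transactivation domain fusion. After 1 hr, copper sulfate is added to 700 uM final; luciferase is read 20 hr later.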
BRCA1 expr act – increases BRCA1 expression | MCF7-BRCA1-FFLuc reporter, luminescence, 48 h; response scale: scaled: vehicle 0%, 10 µM genistein 100% | Potency, µM (series often up to 46.1 µM), for the others: top-dose activation, usual class: activators | 380,000 tested, 1.1% active | AID 624202; note: nearly all actives have a fitted effect of over 80% in size; some results filed as inactive show a strong effect at the top dose
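Activators of BRCA1 expression were detected as increased firefly luciferase luminescence in engineered MCF7 cells after 48 h compound incubation. Signals were scaled to genistein 10 microM as full activation.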
ELG1 genotox – induces genotoxicity in HEK293T cells with luciferase-tagged ELG1 | HEK293T ELG1-luciferase reporter, luminescence, 16 h | Potency, µM (titrated, usually from 46 µM), without a hit: top-dose activity change, positive = activation, most hits filed as activators | 330,000 tested, 1.3% active; note: % of control where 0% means no effect; nearly all actives have a fitted effect of over 60% in size
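DMSO vehicle served as control against compound-treated ELG1-luciferase HEK293T cells; exposure lasted 16 hr at 37 °C and 5% CO2, followed by ONE-Glo luminescence detection after 30 min.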
Gal4-VP16 FLuc – Gal4-VP16 reporter inhibition counter-screen; Drosophila S2 Gal4-VP16 UAS-luciferase, luminescence, 20 h; Potency, µM (highest dose often 53.6 µM), for inactives: at the top dose activity, negative = inhibition, usual class: inhibitors; 310,000 tested, 3.5% active;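 note: Gal4-VP16 expression switched on by copper sulfate through the metallothionein promoter; % is set by controls: 0 for no effect and ±100 for the full control effect; nearly all actives have a fitted effect of over 50% in size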
FLuc counter – inhibits or activates purified firefly luciferase, miR-21 counter-screen. AID 588342. Potency, µM (top dose mostly 57.5 µM), for the others: at the highest dose activity change, negative = inhibition, most hits filed as inhibitors. purified FLuc, Km substrates, luminescence inhibition. 360,000 tested, 6.9% active;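 note: plate controls were vehicle for no effect and reference inhibitor for full effect; nearly all actives have a fitted effect of over 55% in size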
Target sequence (P08659 whole entry, looked up): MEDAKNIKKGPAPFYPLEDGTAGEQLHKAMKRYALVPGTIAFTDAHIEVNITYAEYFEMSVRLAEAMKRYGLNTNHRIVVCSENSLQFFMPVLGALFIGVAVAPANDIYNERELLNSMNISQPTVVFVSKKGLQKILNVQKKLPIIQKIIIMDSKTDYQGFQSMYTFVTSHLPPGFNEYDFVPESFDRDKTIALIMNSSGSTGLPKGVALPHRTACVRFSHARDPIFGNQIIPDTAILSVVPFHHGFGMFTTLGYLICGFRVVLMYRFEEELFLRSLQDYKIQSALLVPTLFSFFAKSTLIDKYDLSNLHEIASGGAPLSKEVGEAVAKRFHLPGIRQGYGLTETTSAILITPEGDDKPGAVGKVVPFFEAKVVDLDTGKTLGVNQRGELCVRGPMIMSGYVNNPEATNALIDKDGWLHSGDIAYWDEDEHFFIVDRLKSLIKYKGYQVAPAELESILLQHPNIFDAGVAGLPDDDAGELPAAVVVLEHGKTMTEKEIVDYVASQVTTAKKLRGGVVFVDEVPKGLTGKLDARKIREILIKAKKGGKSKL
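Purified P. pyralis luciferase, 10 nM final, with Km-level 10 uM D-luciferin and 10 uM ATP in 50 mM Tris acetate pH 7.5, 10 mM Mg acetate, 0.01% Tween-20, 0.05% BSA; 6-point qHTS titration about 60 µM downward; luminescence read.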
NPC1 promoter act – NPC1 promoter activation. Huh7 NPC1 promoter luciferase reporter, 24 h. Potency, µM (doses to about 9.22 µM), for inactives: top-dose activation, hits mostly activators. AID 485313. 320,000 tested, 2.4% active;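 note: % of control where 0% means no effect; nearly all actives have a fitted effect of over 60% in size; reporter is driven by a mutant NPC1 promoter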
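Quantitative HTS used a cell-based reporter: Huh7 cells stably bearing the NPC1 promoter upstream of luciferase were treated with compounds for 24 h, and promoter activation was read as luminescence.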
Rab9 prom act – activates the Rab9 promoter; Huh7 Rab9 promoter-luciferase reporter, luminescence, 24 h; Potency, µM (series often up to 9.22 µM), for inactives: at the top dose activation, negative = inhibition, most hits filed as activators; 320,000 tested, 2.8% active; note: % of control where 0% means no effect; nearly all actives have a fitted effect of over 60% in size
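Promoter activation is measured as luciferase luminescence in Huh7 cells stably transfected with a Rab9 promoter–luciferase construct, following 24 h compound exposure at 37 °C and 10 min reagent incubation at ambient temperature.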
MBNL1-CUG inh – blocks human MBNL1 binding to CUG repeat RNA. TR-FRET MBNL1-His/biotin-(CUG)12 binding, 665/545 ratio. Potency, µM (titrated, usually from 57.5 µM), for inactives: at the highest dose activity change, negative = inhibition, most hits filed as inhibitors. 280,000 tested, 0.036% active; active = well fitted inhibition curve with a large enough effect in the signal ratio, with a control signal flat, not every such curve was filed as active; inconclusive = small, poorly fitted or top-dose-only effect, or effect the other way, or a change in a side signal; inactive = no such curve, though single readings can be large or run the other way; the % refers to the signal ratio; note: % is set by controls: 0 for no effect and ±100 for the full control effect
Target sequence (Q9NR56 whole entry, looked up): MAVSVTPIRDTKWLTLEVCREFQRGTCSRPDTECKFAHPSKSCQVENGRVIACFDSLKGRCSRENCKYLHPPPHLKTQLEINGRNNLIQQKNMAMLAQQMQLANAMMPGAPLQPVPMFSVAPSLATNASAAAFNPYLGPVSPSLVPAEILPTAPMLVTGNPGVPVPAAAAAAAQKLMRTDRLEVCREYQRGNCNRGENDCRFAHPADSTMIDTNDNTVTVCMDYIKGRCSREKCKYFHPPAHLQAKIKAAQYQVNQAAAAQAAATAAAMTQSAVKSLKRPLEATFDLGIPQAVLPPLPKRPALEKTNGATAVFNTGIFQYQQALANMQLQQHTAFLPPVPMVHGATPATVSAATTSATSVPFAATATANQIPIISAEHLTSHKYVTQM
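Compounds (final 92 nM to 58 uM) are added to His-tagged MBNL1 and biotin-(CUG)12, then terbium anti-His antibody and streptavidin-XL665 (5 nM final). After 60 min at room temperature, the 665/545 nm ratio is read.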
p53 reactivation – mutant p53 re-activation in reporter cells; H1299 p53-A138V BP100-luciferase reporter, luminescence, 24 h; Potency, µM (highest dose often 92.2 µM), for the others: at the top dose activity change, positive = activation, actives largely listed as activators; 320,000 tested, 0.063% active; AID 504706; note: % of control where 0% means no effect; nearly all actives have a fitted effect of over 45% in size
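H1299 (p53-null), stable ts p53-A138V + BP100-Luc; 1000 cells/well, Opti-MEM/10% FBS; cpd 4 pt, 1:5; 24 h, 37 deg C, 5% CO2; detection reagent 10 min RT; luminescence.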
MLL CXXC-DNA inh – blocks binding of human MLL CXXC domain to DNA. Q03164. MLL-CXXC / FITC-HOXA9 DNA fluorescence polarization. Potency, µM (titrated, usually from 115 µM), for the others: top-dose activity change, negative = inhibition, hits mostly inhibitors. 290,000 tested, 0.037% active. AID 2662; active = well fitted inhibition curve with a large enough effect in the polarisation, with a control signal flat, not every such curve was filed as active; inconclusive = small, poorly fitted or top-dose-only effect, or effect the other way, or a change in a side signal; inactive = no such curve, though single readings can be large or run the other way; the % refers to the polarisation
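Fluorescence polarization: 7 uM MLL-CXXC (stock) preincubated 5 min with compounds, then 50 nM fluorescein-HOX-A9 DNA (stock) added; 30 min ambient. Buffer 50 mM Tris-HCl pH 7.5, 50 mM NaCl, 1 mM DTT, 0.05% BSA.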
uPA generation – cell surface uPA generation inhibition; cell surface uPA generation assay, qHTS; Potency, µM (top dose mostly 38.3 µM), without a hit: at the highest dose activity change, negative = inhibition, actives largely listed as inhibitors; 330,000 tested, 0.31% active; AID 540303; active = well fitted inhibition curve with a large enough effect; inconclusive = small, poorly fitted or top-dose-only effect; inactive = no such curve, though single readings can be large or run the other way; tested in mouse RAW 264.7 cells; note: % is set by controls: 0 for no effect and ±100 for the full control effect; nearly all actives have a fitted effect of over 55% in size
Active calls of the source: *; ? = inconclusive; . = no result given; [ ] = another dose, or the depositor's remark. Unless noted, calls come from the whole dose curve; as a rule, active = well fitted curve in the direction sought with a large enough effect; inconclusive = small, poorly fitted or top-dose-only effect, or another doubt; inactive = no such curve, though single readings can be large; an effect the other way counts as inactive or inconclusive. Potency is the fitted concentration of half-maximal effect. Some of the compounds tested; rates above refer to the full screens.

mol	RORg inh	BRCA1 expr act	ELG1 genotox	Gal4-VP16 FLuc	FLuc counter	NPC1 promoter act	Rab9 prom act	MBNL1-CUG inh	p53 reactivation	MLL CXXC-DNA inh	uPA generation
O=c1[nH]c(=O)n(Cc2ccc(F)cc2)c(O)c1C=Nc1ccc(Cl)cc1	-16%	-4%	14%	3%	-1%	-9%	-3%	.	2%	5%	6%
CCCC[C@@H](CNC)NC[C@H](Cc1ccc(O)cc1)NCCc1ccc(OCC)cc1	-34%	-64%	-1%	-4%	-1%	1%	-4%	-8%	7%	20%	?
O=C(Nc1ccc(COc2ccccc2)cc1)Oc1ccccc1N1CCOCC1	4%	68%	7%	21%	-4%	?	?	1%	1%	12%	-3%
COc1ccc(C(=O)OC2C[C@H]3CC[C@H](C2)N3C)cc1OC (some centres not stated)	.	-9%	3%	.	0%	-5%	-3%	.	-5%	.	3%
COCCNC(=O)Cn1cc(/C=C2\C(=O)NC(=O)N(c3cccc(C)c3C)C2=O)c2ccccc21	12%	-2%	3%	-16%	?	-8%	0%[1.84 µM]	-3%	0%	15%	-3%
COC(=O)C1=C(c2ccc(OC(F)(F)F)cc2)C[C@@H]2CC[C@H]1N2C(=O)NCCNC(C)=O	.	4%	3%	.	2%	1%	3%	.	-5%	.	-1%
CC1=CC(C)C(COC(N)=O)(COC(N)=O)C(C)C1 (configuration not stated)	11%	-18%	1%	-3%	-1%	-2%	1%	-6%	-4%	9%	8%
Cc1ccnc(-n2c(C)cc(/C=C3\C(=O)NC(=S)N(C)C3=O)c2C)c1	-31%	-12%	?	16%	7.6µM*	0%	1%	13%	?	-29%	-2%
COc1ccc(CCn2c(O)c(C=NCCCN(C)C)c(=O)[nH]c2=O)cc1OC	-2%	0%	1%	7%	-1%	4%	-7%	1%	4%	5%	-1%
COc1ccc(-c2nn(CCC#N)cc2C(=O)Nc2cccc([N+](=O)[O-])c2)cc1OC	3%	-11%	1%	6%	4%	3%	0%	?	3%	5%	30%[activator]
COc1ccc(-c2nc3ccccc3c(=O)n2-c2cccnc2)cc1	-14%	-9%	2%	-6%	2%	2%	-1%	-12%	-4%	2%	.
c1cncc(CNCCc2ccc3c(c2)OCO3)c1	.	-9%	-1%	.	4%	2%	0%	-1%	.	-4%	3%
Nc1cc(Cl)c2nonc2c1[N+](=O)[O-]	2µM*	-88%	-16%	2.8µM*	0%	-40%[inhibitor]	-35%[inhibitor]	?	-63%[inhibitor]	19%	0%
Cc1ccc(-n2c(O)c(/C=N/NC(=O)c3ccncc3)c(=O)[nH]c2=O)cc1C	-1%	-8%	4%	3%	0%	0%	-6%	?	0%	8%	4%
O=C(OCCc1ccccc1)c1cc(O)c(O)c(O)c1	.	?	?	.	24µM*	-2%	16%	.	?	.	?
Cc1ccsc1C(=O)C1CCCN(Cc2cc(C(C)C)n[nH]2)C1 (configuration not stated)	-10%	0%	-6%	6%	0%	-1%	-4%	-15%	-4%	-2%	-1%
O=P(OCC(F)(F)C(F)F)(N1CCCCC1)N1CCCCC1	13%	1%	-8%	0%	0%	0%	-2%	-2%	5%	-5%	-2%
Cc1cc(C)cc(NC(=O)Cn2c(=O)oc3cc(S(=O)(=O)N4CC(C)CC(C)C4)ccc32)c1 (configuration not stated)	20%	-34%	-18%	5%	1%	0%	5%	10%	2%	4%	?
S=C1CN=C(c2ccccc2)c2cc(Cl)ccc2N1	2µM*	-10%	-3%	6.3µM*	-7%	-3%	-11%	-2%	-4%	3%	6%
CC(C)(C)NC(=O)C1CC2CCCCC2CN1 (configuration not stated)	1%	-13%	0%	2%	-5%	8%	-1%	-9%	2%	6%	0%
COc1cccc(-n2c(CNC(=O)OC(C)(C)C)n[nH]c2=S)c1	?	2%	3%	-17%	-9%	1%	-8%	-12%	8%	0%	4%
O=c1[nH]c(O)c(/C=C2\C=Nc3ccc(OCc4ccccc4)cc32)c(=O)[nH]1	-8%	-18%	15%	-16%	-1%	-2%	0%	4%	.	-12%	0%
COC(=O)c1ccc(CN2CCSC2=N)cc1	-13%	-3%	0%	-2%	0%	-1%	-3%	-5%	-6%	13%	7%
Cc1cccc(CCNCc2cc3ccc(C)cc3[nH]c2=O)c1	?	-7%	-1%	-26%	0%	-4%	-5%	16%	.	0%	-4%
Cc1nc2ccccc2c(=O)n1-c1ccc(Cl)c(Cl)c1	20%	80%	12%	-8%	-2%	5%	26%	1%	.	1%	-3%
CCOC(=O)c1ccc2c(c1)n(Cc1ccccc1)c(C)[n+]2CC	9%	-3%	-7%	2%	0%	-1%	0%	3%	-1%	-8%	-1%
COc1ccccc1N1CCN(Cc2ccccc2F)CC1	10%	5%	-5%	-7%	3%	2%	-2%	?	-4%	-2%	3%
c1ccc2c(c1)CC1CNCc3cccc(c31)S2 (configuration not stated)	1%	29%	-2%	-1%	0%	2%	-2%	-4%	-2%	-1%	4%
CCOc1cc2c(cc1OCC)-n1cccc1C(c1cc(C)c(OC)cc1C)NC2 (configuration not stated)	-10%	-57%	-4%	4%	3%	-2%	-6%	-6%	-3%	6%	12%
Cc1ccc(Sc2ccc(C=C3C(=O)N(C)C(=O)N(C)C3=O)o2)cc1	3%	-1%	6%	6%	15µM*	1%	25%	11%	10%	-12%	0%

Three entries from above, set out differently.
c1cncc(CNCCc2ccc3c(c2)OCO3)c1
  RORg inh = .
  BRCA1 expr act = -9%
  ELG1 genotox = -1%
  Gal4-VP16 FLuc = .
  FLuc counter = 4%
  NPC1 promoter act = 2%
  Rab9 prom act = 0%
  MBNL1-CUG inh = -1%
  p53 reactivation = .
  MLL CXXC-DNA inh = -4%
  uPA generation = 3%

Nc1cc(Cl)c2nonc2c1[N+](=O)[O-]
  RORg inh = 2µM*
  BRCA1 expr act = -88%
  ELG1 genotox = -16%
  Gal4-VP16 FLuc = 2.8µM*
  FLuc counter = 0%
  NPC1 promoter act = -40%[inhibitor]
  Rab9 prom act = -35%[inhibitor]
  MBNL1-CUG inh = ?
  p53 reactivation = -63%[inhibitor]
  MLL CXXC-DNA inh = 19%
  uPA generation = 0%

Cc1ccc(-n2c(O)c(/C=N/NC(=O)c3ccncc3)c(=O)[nH]c2=O)cc1C
  RORg inh = -1%
  BRCA1 expr act = -8%
  ELG1 genotox = 4%
  Gal4-VP16 FLuc = 3%
  FLuc counter = 0%
  NPC1 promoter act = 0%
  Rab9 prom act = -6%
  MBNL1-CUG inh = ?
  p53 reactivation = 0%
  MLL CXXC-DNA inh = 8%
  uPA generation = 4%

Carrying on.
Values run as follows: RORg inh	BRCA1 expr act	ELG1 genotox	Gal4-VP16 FLuc	FLuc counter	NPC1 promoter act	Rab9 prom act	MBNL1-CUG inh	p53 reactivation	MLL CXXC-DNA inh	uPA generation
> O=C(Nc1ccc(N2CCCC2)cc1)c1ccccc1[N+](=O)[O-]
  ?	-1%	0%	-2%	-10%	5%	26%	?	.	2%	?
> CCc1ccccc1NC(=O)NNS(=O)(=O)c1cc(C)ccc1C
  -12%	30%	0%	23%	3%	-1%	0%	-7%	20%	14µM*	4%
> CN1CCc2c(C#N)c(Cl)nc(Cl)c2C1
  -41%	-52%	2%	-3%	4%	2%	-6%	22%	?	4%	11µM*
> C=CCN(CC=C)Cc1c[nH]c2ccccc12
  -17%	-4%	-6%	1%	-4%	1%	17%	0%	-20%	6%	3%
> CCC(=NCCO)c1c(O)n(-c2ccccc2)c(=O)[nH]c1=O
  -8%	-3%	-1%	2%	-2%	-1%	-4%	1%	5%	2%	5%
> CN1CCc2nc3sc(C#N)c(N)c3c(-c3cccs3)c2C1
  17%	-43%	-5%	0%	2%	2%	-1%	?	0%	-3%	.
> Cc1ccc2c(c1)N(C(=O)CCC(=O)N1CCC3(CC1)OCCO3)CC(C)O2 (configuration not stated)
  2%	14%	0%	-9%	-1%	2%	-4%	-5%	-1%	8%	4%
> c1cnc(N2CCNCC2)nc1
  20%	-1%	1%	-12%	-1%	0%	4%	-3%	-3%	9%	-23%
> CC(=O)Nc1ccccc1C(=O)OCc1ccccc1F
  34%	.	?	-8%	-4%	16%	17%	0%	30%	-6%	-5%
> CN1C(=O)C(=Cc2ccc(N3CCOCC3)o2)C(=O)N(C)C1=O
  5%	29%	14%	-14%	?	3%	4%	?	?	?	5%
> Nc1c2c(nc3sc4c(c13)CCCCC4)CCCC2
  -2%	5%	-5%	?	6µM*	4µM*	?	-8%	?	7%	-9%
